SV40 large T antigen – TAg ATPase/helicase activity blockers – biochemical (AID 1903). SV40 large T antigen ATPase/helicase inhibition assay; higher % means a stronger effect. 310,000 tested, 0.39% active. one-dose inhibition, % at 20 µM; IC50 in µM for titrated hits; in the data active means a potency from the dose series; inconclusive means inhibition mostly from about 32% at the one dose, without a potency; inactive means the rest, 99 in 100 with inhibition below about 32%; further: strong numbers were not always called active
Myeloid diff MLP – promotes myeloid progenitor differentiation. 360,000 tested, 1% active. calls only at 10 µM. ER-HoxA9 myeloid progenitors, lysozyme-GFP differentiation, flow cytometry;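 active means normalized GFP-positive differentiation at or above the plate's own cutoff, the solvent-only control mean plus 3 SD; inconclusive means no clear call, values can overlap the other calls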;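 further: cells exposed to compound for four days before flow analysis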
RSV antiviral HEp-2 – RSV antiviral activity via CPE protection, HEp-2 cells, primary 10 µM value included (AID 2391). 310,000 tested, 0.13% active. one-dose CPE inhibition, % at 10 µM; IC50 in µM for titrated hits. HEp-2 cells, RSV-induced CPE inhibition; higher % means a stronger effect; in the data active means a potency from the dose series; inconclusive means CPE inhibition mostly from about 23% at the one dose, without a potency; inactive means the rest, 99 in 100 with CPE inhibition below about 21%; further: strong numbers were not always called active
Salmonella PhoP GFP – inhibitors of PhoP regulon expression, primary screen, Salmonella Typhimurium, GFP reporter (AID 1863); S. Typhimurium PhoP-regulated promoter GFP reporter, 4 h; higher % means a stronger effect; inhibition, % at 50 µM; hits with a dose series show IC50 in µM; 300,000 tested, 0.16% active;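 active means inhibition over 29.93%, a cutoff 3 SD above the screen mean, later confirmed by dose response; inconclusive means inhibition over 29.93% but no dose response follow-up; inactive means inhibition at most 29.93% or unconfirmed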;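 further: 0% = low Mg2+ inducing control and 100% = high Mg2+ repressing control; strong numbers were not always called active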
NTR1 agonist – NTR1-driven beta-arrestin-GFP spot formation – imaging, U2OS cells, high content, primary screen (AID 493036); agonist mode; activation, % at 20 µM; 330,000 tested, 0.17% active;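 active means activation at or above 40% of the spot to cytoplasm intensity ratio, with at least 20 cells analyzed; inconclusive means wells under 20 cells, flagged as cytotoxic or low count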;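 further: 0% = DMSO without peptide and 100% = 100 nM NTR1 peptide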
Target sequence (P30989 whole entry, looked up): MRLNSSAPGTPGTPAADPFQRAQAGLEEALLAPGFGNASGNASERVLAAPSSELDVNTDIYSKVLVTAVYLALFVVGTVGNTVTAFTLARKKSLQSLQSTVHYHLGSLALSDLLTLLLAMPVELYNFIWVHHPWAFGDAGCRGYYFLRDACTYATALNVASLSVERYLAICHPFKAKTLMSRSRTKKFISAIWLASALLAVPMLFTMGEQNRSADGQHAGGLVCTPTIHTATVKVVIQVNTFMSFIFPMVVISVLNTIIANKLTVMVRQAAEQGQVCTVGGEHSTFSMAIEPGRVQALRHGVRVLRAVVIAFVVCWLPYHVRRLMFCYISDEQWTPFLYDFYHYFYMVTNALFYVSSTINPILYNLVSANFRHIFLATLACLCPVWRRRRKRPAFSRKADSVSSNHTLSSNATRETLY
T cell modulator – T cell immune modulation candidate; 2C CD8+ T cell-vesicle binding, flow cytometry; stronger effect = lower value; calls only at 7 µM; 330,000 tested, 0.068% active; AID 2052;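 active means response, share of CD8 T cells binding vesicles, and their 90th percentile fluorescence all below set limits, cut at about 80% in these data, passing the limit was not always enough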
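System: murine 2C transgenic CD8+ T lymphocytes; also added: QL9-loaded Drosophila micro-vesicles; times: binding 1.5 h at 37 °C; measured by: flow cytometry, PE anti-B7-1 (FL2) versus Alexa647 anti-CD8 (FL8), PFA-fixed; control set: Peptide-free naked vesicles (low) and QL9 vesicles with 0.7% DMSO vehicle (high)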
UTI89 phage lysis – inhibition of K1F phage lysis, E. coli UTI89, bacterial capsule biogenesis inhibitors, alamar blue (AID 488966). inhibition, % at 100 µM; hits with a dose series show IC50 in µM. 340,000 tested, 0.02% active. E. coli UTI89 K1F phage lysis, alamar blue, 2 h; higher % means a stronger effect;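 active means phage lysis inhibition, versus mean bacterial control, above a set limit; inconclusive means no clear call, values can overlap the other calls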;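 further: capsule biogenesis inhibitors block K1F phage lysis so surviving cells raise fluorescence; higher fluorescence means more inhibition of phage lysis; actives were called in the ten point dose series up to 300 µM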
Rac1 GTP hydrolysis – MgcRacGAP GTPase-activating activity inhibitors, confirmation, biochemical, ADP Hunter fluorescence. MgcRacGAP-stimulated Rac1 GTP hydrolysis, ADP Hunter fluorescence; higher % means a stronger effect; GST-tagged Rac1 F28L mutant substrate. inhibition, % at 30 µM, or IC50 in µM where a hit was titrated. 340,000 tested, 0.6% active;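 active means first-screen hits whose inhibition reached a set limit at any dose in the follow-up dose series; inconclusive means inhibition above the set first-screen limit but never retested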;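 further: fluorescence reports GDP produced by GAP-driven GTP hydrolysis; strong numbers were not always called active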
TNAP activators – stimulation of alkaline phosphatase TNAP activity – biochemical, luminescent, no phosphate acceptor, uHTS, primary screen (AID 1001); purified TNAP, luminescent activation assay, no phosphate acceptor; higher activation fold means a stronger effect; one-dose activation fold at 20 µM; EC50 in µM for titrated hits; 200,000 tested, 0.03% active; in the data active means activation fold from about 3, or a potency from the dose series; inactive means the rest, 99 in 100 with activation fold below about 1.6; further: many of its hits are not listed in these tables
T cell modulator vesicle-bound % – recorded beside T cell modulator, whose call it bears; double positive events, %; measured here: CD8+ vesicle-bound cell fraction;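 binding gate set so that unloaded-vesicle control wells show 10% double positive cells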
NTR1 agonist cell count 20 µM – also measured in NTR1 agonist; calls as there; cell count; measured here: cell count, cytotoxicity flag
Myeloid diff MLP GFP+ MAC1+ % – also measured in Myeloid diff MLP; calls as there; GFP+ MAC1+ double positive, %; measured here: differentiation confirmed by MAC1 staining
Numbers without * were called inactive; i = inactive; u = inconclusive; x = not tested or not shown; + = active, no number; [ ] = dose if it differs, or a comment.

SMILES	SV40 large T antigen	Myeloid diff MLP	Myeloid diff MLP GFP+ MAC1+ %	RSV antiviral HEp-2	Salmonella PhoP GFP	NTR1 agonist	NTR1 agonist cell count 20 µM	T cell modulator	T cell modulator vesicle-bound %	UTI89 phage lysis	Rac1 GTP hydrolysis	TNAP activators
O=C(COC(=O)Cc1ccc(S(=O)(=O)N2CCOCC2)s1)NCCc1ccccc1	11%	i	3.6	0.0%	5%	1.0	61	i	27	0.6%	3%	1.1
Nc1ccc(S(=O)(=O)c2ccccc2)nc1	19%	i	0.2	2.4%	12%	-0.6	80	i	44	0.3%	5%	x
Cc1ccc(NC(=S)NCc2ccccc2Cl)c(C)c1	11%	i	0.4	4.3%	6%	-1.0	45	i	45	3.7%	3%	1.1
N#CCCN(Cc1ccccc1)C(=O)Nc1ccccc1	7%	i	0.3	1.9%	-3%	1.3	43	i	32	1.2%	4%	x
CCCCC(=O)Nc1cc(-c2nc3ncccc3o2)ccc1C	10%	i	0.2	1.6%	0%	1.6	53	i	31	0.2%	1%	1.1
CCOc1ccc(NC(=NCc2ccc3c(c2)OCO3)SC2CC(=O)N(c3ccc(OCC)cc3)C2=O)cc1 (stereo not given)	7%	i	1.1	2.6%	4%	1.2	89	i	26	0.3%	7%	1.1
Cc1cc(Cl)c(S(N)(=O)=O)cc1OCC(=O)NC1CCCCC1	17%	i	0.5	2.3%	-4%	0.3	53	i	42	0.7%[50 µM]	7%	x
Cc1ccc(S(=O)(=O)CC(=O)N2CCCC2)cc1	-5%	i	1.4	2.5%	13%	-0.4	56	i	39	0.7%	5%	1
O=C(/C=C/c1ccccc1)NNC(=O)c1cccc(Cl)c1	5%	i	4.3	1.1%	2%	-0.8	63	i	34	6.7%	8%	1.4
CCN(CC)S(=O)(=O)c1cccc(-c2nnc(SCC(N)=O)n2CCc2ccccc2)c1	3%	i	0.9	2.4%	5%	0.5	69	i	61	3.0%	1%	1.1

Limited to Rac1 GTP hydrolysis, NTR1 agonist cell count 20 µM and UTI89 phage lysis (two entries from above):
canonical_smiles	Rac1 GTP hydrolysis	NTR1 agonist cell count 20 µM	UTI89 phage lysis
Cc1cc(Cl)c(S(N)(=O)=O)cc1OCC(=O)NC1CCCCC1	7%	53	0.7%[50 µM]
Cc1ccc(S(=O)(=O)CC(=O)N2CCCC2)cc1	5%	56	0.7%

The listing picks up, starting 2 compounds before the break.
SMILES	SV40 large T antigen	Myeloid diff MLP	Myeloid diff MLP GFP+ MAC1+ %	RSV antiviral HEp-2	Salmonella PhoP GFP	NTR1 agonist	NTR1 agonist cell count 20 µM	T cell modulator	T cell modulator vesicle-bound %	UTI89 phage lysis	Rac1 GTP hydrolysis	TNAP activators
O=C(/C=C/c1ccccc1)NNC(=O)c1cccc(Cl)c1	5%	i	4.3	1.1%	2%	-0.8	63	i	34	6.7%	8%	1.4
CCN(CC)S(=O)(=O)c1cccc(-c2nnc(SCC(N)=O)n2CCc2ccccc2)c1	3%	i	0.9	2.4%	5%	0.5	69	i	61	3.0%	1%	1.1
COC(=O)c1ccc(C23CC4(C2)[C@H](CN(CC2CCCCC2)[C@@H]4c2ccccc2)C3c2ccc(C(F)(F)F)cc2)cc1 (stereo not given in full)	6%	x	x	0.8%	2%	4.5	51	i	10	x	x	x
CC1=NN(C(C#N)c2ccc(F)cc2)C(C)(C)C1 (stereo not given)	6%	+	3.8*	1.0%	-8%	0.1	77	i	61	-0.1%	9%	1
CCCn1c(SCC(=O)NCc2ccc(OC)cc2)n[nH]c1=O	-1%	i	0.5	1.4%	3%	-0.2	58	i	18	-0.1%	9%	1.1
CS(=O)(=O)c1ccc(Cl)c(NC(=O)Cc2c(Cl)cccc2Cl)c1	12%	i	0.5	3.2%	-3%	-2.8	84	i	59	0.0%	6%	1
Cc1ccc2c(c1)C(=O)CC(O)(C(F)F)O2 (stereo not given)	11%	i	0.9	x	-5%	1.4	44	i	17	-0.6%	0%	x
Cc1ccc(C)c(NC(=O)Cc2nc(CNCC(C)C)cs2)c1	5%	x	x	1.1%	4%	-1.2	41	i	10	-1.1%	9%	x
CC1CCCC(NC(=O)COC(=O)CN2C(=O)C3CCCCC3C2=O)C1C (stereo not given)	5%	i	0.7	-0.2%	-13%	1.0	90	i	59	0.2%	-16%	1.1
CC(C)CCNC(=O)c1ccc(Cl)c(N)c1	1%	x	x	2.7%	-5%	0.1	38	i	32	x	x	1.1
Cc1cccc(OCC(=O)N(Cc2ccccc2)c2c(N)n(Cc3ccccc3)c(=O)[nH]c2=O)c1	x	i	1.0	0.9%	x	0.2	63	i	41	0.4%[50 µM]	-5%	x
O=C(NCc1ccccc1Cl)c1ccncc1	20%	i	0.4	2.9%	1%	-1.2	59	i	36	0.2%	1%	x
CCOC(=O)Cc1nn(CC)c(=O)c2ccccc12	x	i	0.8	2.0%	x	3.6	33	i	48	0.0%	4%	1.1
COc1ccc(C2=Nn3c([n+](C)c4ccccc43)SC2)cc1	-14%	u	x	-1.0%	7%	6.3	70	i	3	0.1%	14%	1.1
CCC(C)NC(=O)c1cc(-c2cccs2)nc2ccccc12 (stereo not given)	-2%	i	0.4	0.4%	-1%	-1.2	78	i	34	0.4%	10%	x
CC1CN(C(=O)CSc2nnc(-c3ccncc3)n2-c2ccccc2)CC(C)O1 (stereo not given)	-2%	i	4.8	-0.6%	12%	0.9	57	i	7	3.1%	6%	1.1
O=C(Nc1ccc(CN2CCOCC2)cc1)c1cccc(F)c1	12%	i	8.3	0.7%	1%	0.3	69	i	25	3.5%	1%	1.1
O=C(OCC1CC(c2ccccc2Cl)=NO1)c1ccc(Br)cc1 (stereo not given)	-3%	i	0.4	3.1%	-4%	1.7	71	i	10	3.2%	6%	1.1
CCOC(=O)c1c(C)[nH]c(C(=O)CN2C(=O)C(=O)N(CC(C)C)C2=O)c1C	-1%	i	0.2	3.2%	-6%	-1.1	43	i	23	-0.6%	-5%	1.2
O=C(CCCn1c(SCC(=O)Nc2ccccc2C(F)(F)F)nc2ccccc2c1=O)NCC1CCCO1 (stereo not given)	0%	u	x	-0.7%	9%	-0.3	83	i	11	0.0%	-24%	x
CC(NC(=O)CSc1nnc2n1CCCCC2)c1ccccc1Cl (stereo not given)	x	i	0.8	2.2%	x	0.0	52	i	51	0.4%[50 µM]	4%	x
COc1cc2c(cc1OC)C(C(=O)NCCN1CCOCC1)C1c3ccccc3CCN1C2=O (stereo not given)	1%	i	0.5	0.8%	-3%	1.2	59	i	9	-1.1%	10%	1.2
O=c1cc(CN2CCCCCC2)nc2sccn12	9%	i	0.3	0.7%	-7%	0.6	95	i	51	0.0%	0%	1
CS(=O)(=O)NNC(=O)c1csc(Cc2c(Cl)sc3ccc(Cl)cc23)n1	31%	i	0.5	-0.2%	-2%	3.3	61	i	48	0.5%	6%	x
CCn1c(SCC(=O)Nc2ccc(F)cc2)nnc1-c1cnccn1	11%	i	0.8	1.6%	-5%	1.4	66	i	10	0.6%	9%	x
COc1ccc(S(=O)(=O)N(C)CC(=O)NC2CCCCC2)cc1Cl	13%	i	4.5	0.3%	-5%	2.1	52	i	11	7.5%	0%	1.1
COc1cc2c(cc1OC)CN(C(=O)/C=C/c1cccs1)CC2	16%	u	x	0.2%	-4%	0.1	55	i	40	0.4%	6%	x
Cc1[nH]nc2c1C(c1cccs1)C1=C(CC(C)(C)CC1=O)N2 (stereo not given)	10%	i	0.3	5.1%	-6%	-0.8	50	i	42	-0.2%	7%	1
CC1CN(CCOCCSc2ccccc2)CC(C)O1 (stereo not given)	-3%	i	0.4	0.4%	1%	-1.4	75	i	56	0.0%	11%	1
N#Cc1ccc(CN2CCN(C(=O)CNC(=O)Cc3cccc4ccccc34)CC2)cc1	x	i	1.5	x	x	-0.5	63	x	x	0.6%[50 µM]	6%	x
COc1ccc(S(=O)(=O)N(C)C)cc1NC(C)C(=O)Nc1cccc(C#N)c1 (stereo not given)	10%	i	0.7	1.3%	-6%	-0.2	58	i	34	0.0%	1%	1.2
Cc1csc(SCC(=O)Nc2ccc(F)cc2Cl)n1	x	i	0.3	x	x	-0.2	71	i	31	0.4%[50 µM]	-3%	x
Cc1ccc(C(=O)NCC(=O)OCC(=O)c2ccc(Cl)s2)cc1	0%	i	0.7	-0.4%	2%	-0.7	54	i	57	1.3%[50 µM]	8%	x
O=C(Nc1ccc(S(=O)(=O)N2CCOCC2)cc1)c1ccccc1	25%	i	0.8	2.1%	-5%	-0.2	88	i	29	-0.1%	-8%	x
COc1cc(OC)c(NC(=O)[C@@H]2CCC(=O)N2C2OC(=O)c3c2ccc(OC)c3OC)cc1Cl (stereo not given in full)	x	i	2.6	-0.8%	x	7.3	68	i	1	6.9%	7%	x
O=C(c1ccc(S(=O)(=O)N2CCOCC2)cc1)N1CCc2ccccc2C1	1%	i	0.4	0.4%	5%	1.5	89	i	43	0.0%	7%	1.1
CN1CCc2nc(NC(=O)COc3ccc4ccccc4c3)sc2C1	0%	u	x	1.6%	-7%	0.3	33	i	10	0.1%	5%	1.1
O=C(O)CCCC(=O)NCc1ccccn1	24%	i	0.3	1.5%	-3%	-0.3	88	i	44	0.4%	5%	1.1
CCC(C)[C@H]1CN=C(N)N1CCc1cccc2ccccc12 (stereo not given in full)	6%	i	2.2	2.4%	4%	4.6	87	i	26	-0.9%	8%	x
COc1ccc(C(=O)N/C(=C\c2cccc([N+](=O)[O-])c2)C(=O)Nc2cccc(C(=O)O)c2)cc1	-2%	i	0.1	1.4%	1%	0.6	48	i	59	-0.6%	5%	1
NS(=O)(=O)c1ccc(SCc2ccccc2)nc1	2%	i	0.9	0.6%	x	0.4	47	i	42	0.7%	5%	x
CN(Cc1ccc(F)cc1)Cc1nc(-c2cnccn2)no1	8%	i	1.0	0.4%	-1%	0.4	31	i	27	-0.3%	12%	1
C#CCNC(=O)C1=C[C@@H](c2ccc3c(c2)OCO3)C[C@@H](OCCCCO)O1	11%	i	1.6	3.8%	-4%	2.7	93	i	42	1.0%	6%	x
c1ccc(Cn2nnnc2C(c2cccs2)N2CCc3ccccc3C2)cc1 (stereo not given)	23%	i	0.7	u	-4%	-0.1	35	i	62	0.3%	3%	1.1
CN(C)CCNC(=O)C(=O)c1c(-c2ccccc2)cc2ccccn12	3%	i	0.5	0.8%	8%	1.7	49	i	55	1.3%	1%	1.1

High-throughput results as filed in PubChem BioAssay.
